tuberculosis growth – growth inhibition of non-replicating M. tuberculosis (AID 488890); Mycobacterium tuberculosis non-replicating, growth inhibition; higher % means a stronger effect; inhibition, % at 25 µM; hits with a dose series show IC50 in µM; 0.39% of 320,000 active; in the data active = a potency from the dose series; inconclusive = inhibition mostly from about 82% at the one dose, without a potency; inactive = the rest, 99 in 100 with inhibition below about 76%;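 note: plate controls were DMSO cells for no effect and high antibiotic wells for full effect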
M. tuberculosis HTS – M. tuberculosis growth inhibition, HTS (AID 449762). M. tuberculosis H37Rv growth inhibition, 7H9 media; higher % means a stronger effect. one-dose inhibition, % at 25 µM; IC50 in µM for titrated hits. 0.59% of 330,000 active; in the data active = a potency from the dose series; inconclusive = inhibition above about 70% without an active follow-up result;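 note: bacterial growth assessed after seven days of incubation; strong numbers were not always called active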
inhibitors of VEEV – inhibitors of VEEV TC-83 cytopathic effect, confirmation, Vero cells (AID 588727); Vero cells, VEEV TC-83 cytopathic effect inhibition; higher % means a stronger effect; inhibition, % at 20 µM; hits with a dose series show IC50 in µM; 0.13% of 350,000 active; in the data active = a potency from the dose series; inconclusive = inhibition mostly from about 14% at the one dose, without a potency; inactive = the rest, 99 in 100 with inhibition below about 12%; note: strong numbers were not always called active
influenza NS1A – H1N1 influenza NS1A inhibitors, functional cell based assay (AID 504329); NS1A functional cell-based assay, percent inhibition; higher % means a stronger effect; inhibition, % at 12.5 µM, or IC50 in µM where a hit was titrated; 0.3% of 340,000 active; in the data active = a potency from the dose series; inconclusive = inhibition above about 27% without an active follow-up result; note: strong numbers were not always called active
PhoP GFP inhibition – Inhibition of PhoP regulon, Salmonella typhi GFP reporter cells, confirmation, 4 h (AID 1850). Salmonella Typhi PhoP-promoter GFP reporter, fluorescence, 4 h; higher % means a stronger effect. one-dose inhibition, % at 50 µM; IC50 in µM for titrated hits. 0.33% of 310,000 active; in the data active = a potency from the dose series; inconclusive = inhibition mostly from about 25% at the one dose, without a potency; inactive = the rest, 99 in 100 with inhibition below about 19%;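 note: 0% = induced wells with vehicle and 100% = uninduced wells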
inhibitors of VEEV 10K pilot screen – also measured in inhibitors of VEEV; calls as there; inhibition, %; measured here: 10K pilot screen inhibition
* hit, by the source's call; i = inactive; ? = inconclusive; / = not tested or not shown; & = joins results of further samples. No enrichment for hits; about 1.6% have a hit in one of these screens.

SMILES	tuberculosis growth	M. tuberculosis HTS	inhibitors of VEEV	influenza NS1A	PhoP GFP inhibition	others
O=C(O)CCCNS(=O)(=O)c1ccc2ccccc2c1	2%	-1%	0.5%	0%	10%
COCCN(C(=O)CSc1ncc(C(F)(F)F)cc1Cl)c1c(N)n(Cc2ccccc2)c(=O)[nH]c1=O	23%	-12%	3.2%	-6%	-7%
O=C(COc1ccc(C2SCCS2)cc1)NNC(=O)C(Cl)Cl	-15%	-3%	1.6%	2%	0%
CCN(CC(=O)NCc1cccs1)C(=O)c1cccc(S(=O)(=O)Nc2ccc(OC)cc2)c1	3%	8%	0.6%	-2%	-6%
CCOc1ccc(CCNC(=O)COC(=O)CCc2cc(OC)c(OC)c(OC)c2)cc1OCC	10%	-5%	i	-12%	-2%
CC(C)N(CCNS(=O)(=O)c1ccc(Cl)cc1)C(C)C	-14%	1%	i	-1%	0%
O=c1cc(O)nc(SCc2ccccc2)n1-c1ccccc1	34%&27%	7%&3%	1.8%&0.6%	0%&1%	5%&-10%
CN1CCN(c2ccc(NC(=O)CSc3nnnn3-c3ccccc3Cl)cc2)CC1	23%	25%	0.3%	3%	-25%
CC1(C)C=Cc2c(ccc(-c3coc4cc(O)ccc4c3=O)c2O)O1	-1%	-5%	/	/	9%
O=C(O)c1ccc(/C=C/c2nc3ccccc3c(=O)n2-c2ccc(Br)cc2)cc1	-3%	4%	5.3%	0%	-3%
COc1ccc(OCCSc2nnc(C)n2-c2ccccc2)cc1	13%	-5%	i	3%	-13%
S=C(Nc1ccccc1Cl)N(CCN1CCCCC1)Cc1ccco1	47%	0%	0.4%	-4%	0%	inhibitors of VEEV 10K pilot screen=0.3
O=C(Cn1cnc([N+](=O)[O-])c1)NCc1ccc(F)cc1	-1%	5%	i	16%	14%
CCOc1ccc(OCC(=O)Nc2ccccc2N2CCCC2)cc1	45%	?	7.1%	-8%	-2%
Cc1nn(Cc2ccc(Cl)c(Cl)c2)c(C)c1NC(=O)c1noc2c1CCCCC2	8%	-4%	0.1%	25%	-1%
CCOC(=O)Cn1c(=O)c2c(nc(Br)n2Cc2ccc(Cl)cc2)n(C)c1=O	0%	5%	/	/	-8%
CCN(CC(=O)NCc1ccco1)S(=O)(=O)c1ccc(F)cc1	-18%	2%	i	3%	13%
O=C(COC(=O)c1ccccc1OCc1ccccc1Cl)NCC1CCCO1 (stereo unspecified)	31%	11%	5.1%	-8%	/
CCOc1cc(C(c2c(C)[nH][nH]c2=O)c2c(C)[nH][nH]c2=O)cc([N+](=O)[O-])c1O	0%	1%	1.3%	22%	33%
CC(C)NC(=O)CC(=O)N/N=C\c1ccccc1C(=O)O	-3%	-11%	0.5%	-5%	-3%
CCN(CC)S(=O)(=O)c1ccc(N2CCOCC2)c(NC(=O)COc2ccccc2)c1	18%	7%	6.0%	-2%	10%
COC(=O)c1ccc2[nH]c3c(c2c1)CC(C)CC3 (stereo unspecified)	72%	59%	1.3%	0%	-4%
Cc1cc(C)n2nc(C(=O)OCC(=O)NNC(=O)c3ccccc3)nc2n1	39%	-9%	2.5%	-4%	/
CCN(CC(=O)NC1CCS(=O)(=O)C1)S(=O)(=O)c1ccc(Cl)c(C(F)(F)F)c1 (stereo unspecified)	/	/	4.0%	-6%	/
Cc1cc(OCc2cc(C(=O)N(C)CC3CCOCC3)no2)cc(C)c1Cl	61%	9%	2.3%	-1%	6%
COC(=O)[C@]1(CC(C)C)N[C@H](c2ccc(-c3ccccc3)cc2)[C@@H]2C(=O)N(C)C(=O)[C@@H]21	1%	1%	0.5%	3%	/
CC(C)(Oc1ccc(F)cc1)C(=O)OCC(=O)c1ccc(S(C)(=O)=O)cc1	14%	3%	2.6%	-8%	/
CCOC(=O)c1ccc2c(c1)n(CCCS(=O)(=O)[O-])c(/C=C/c1ccc(Cl)cc1)[n+]2CC	-11%	-8%	i	-25%	10%
CC(C)CC(=O)N1CCC(O)(CS(=O)(=O)Cc2ccccc2)CC1	-8%	-18%	i	-6%	14%
O=C(COC(=O)CNC(=O)C1CCCCC1)Nc1ccc(Br)cc1Br	2%	-11%	5.0%	-6%	/
O=C(COc1ccccc1)NCC(c1ccco1)N1CCCCC1 (stereo unspecified)	2%	-1%	2.2%	8%	-1%
CCN(C(=O)c1cc2c(=O)[nH]c3ccc(C)cc3c2s1)c1ccc(OC)cc1	-5%	-1%	1.3%	-9%	-1%
CCCCCCCC(=O)N/N=C(\C)c1ccc(N)cc1	-4%	-4%	/	/	7%
O=[N+]([O-])c1cc(C(F)(F)F)ccc1NCCCCNS(=O)(=O)c1ccc2ccccc2c1	-5%	-5%	i	5%	5%
COc1ccc(/C=C/C(=O)c2ccc(NC(=O)c3cccs3)cc2)cc1OC	52%	?	9.2%	5%	1%
CC1CCC(N2CC(=O)N(Cc3ccc4c(c3)OCO4)C(c3ccc(F)cc3)C2=O)CC1 (stereo unspecified)	-2%	-7%	i	3%	-11%
CCOc1ccccc1N1CCN(C(=O)C(F)(F)F)CC1	-8%	-2%	0.2%	-8%	-5%
O=C1NC(=O)N(Cc2ccco2)C(=O)/C1=C\c1ccc(-c2ccc(F)cc2)o1	?	29%	0.4%	/	-5%
O=C(Cc1ccc(S(=O)(=O)N2CCOCC2)s1)NCC1CCCCC1	26%	-12%	1.3%	5%	5%
O=C(CN1CCCCCC1)Nc1cc([N+](=O)[O-])ccc1Cl	21%	-4%	i	5%	3%

The last 3 entries of the part before come first, to join the parts:
SMILES	tuberculosis growth	M. tuberculosis HTS	inhibitors of VEEV	influenza NS1A	PhoP GFP inhibition	others
O=C1NC(=O)N(Cc2ccco2)C(=O)/C1=C\c1ccc(-c2ccc(F)cc2)o1	?	29%	0.4%	/	-5%
O=C(Cc1ccc(S(=O)(=O)N2CCOCC2)s1)NCC1CCCCC1	26%	-12%	1.3%	5%	5%
O=C(CN1CCCCCC1)Nc1cc([N+](=O)[O-])ccc1Cl	21%	-4%	i	5%	3%
COc1ccc(C(CNC(=O)c2oc3ccc(C)cc3c2C)N2CCCCC2)cc1 (stereo unspecified)	71%	?	i	9%	-3%
O=C(NNc1ccccc1)C(=O)NNc1ccccc1	/	/	1.9%	1%	/
Cc1ccc(NC(=O)c2cccnc2C(=O)Nc2ccc(C)cc2)cc1	3%	3%	0.8%	7%	-7%
CCOc1ccc(C(=O)Nc2ccc(Cc3ccncc3)cc2)cc1Br	35%	-5%	5.6%	-2%	2%
CCOc1cc(CNc2ccc3c(c2)OCCO3)cc(Br)c1OCC	21%	14%	6.3%	12%	-22%
O=C(CN(c1ccc(Cl)cc1)S(=O)(=O)c1ccccc1)N1CCN(c2ccccc2)CC1	21%	-6%	i	25%	-1%
O=C(CSc1ncn[nH]1)Nc1ccc([N+](=O)[O-])cc1Br	5%	-7%	i	4%	-3%
O=C(Nc1ccccc1)c1csc(-c2ccccc2)n1	69%	58%	1.5%	4%	3%	inhibitors of VEEV 10K pilot screen=0.0
C=CCNC(=S)Nc1c(N)n(C)c(=O)n(C)c1=O	-7%	4%	0.5%	-7%	5%
COc1cc(S(=O)(=O)N2CCN(C(=O)c3ccco3)CC2)c(OC)cc1C	-10%	-7%	i	7%	120%
COc1ccc(CNC(=O)/C=C/c2ccc(OCCCF)cc2)cc1	24%	0%	1.5%	-5%	11%
CCc1ccc(C(=O)NNc2ccc(F)cc2F)cc1	?	?	1.2%	-3%	-16%
COc1ccc(C(=O)Nc2c(N)nc(SCC(=O)NCC3CCCO3)[nH]c2=O)cc1 (stereo unspecified)	2%	11%	1.6%	-7%	-2%
O=C(NC(=S)N1CCOCC1)C12CCC3CC(CC(C3)C1)C2	-4%	-2%	i	-13%	-1%
CC(C)c1ccc(CN2CCC(Oc3ccc(C(=O)N4CCCC4)cc3)CC2)cc1	46%	0%	3.0%	-8%	2%
CCOc1ccc(C(=O)NCC(=O)N2CCN(c3ccccc3O)CC2)cc1	-1%	1%	1.6%	0%	5%
C[C@@H](C(=O)O)[C@H]1C[C@]1(C)[C@H](NC(=O)OCc1ccccc1)c1ccccc1	-1%	-7%	8.9%	-3%	-5%
CCN1CCC(=NNC(=O)c2ccc(C)c([N+](=O)[O-])c2)CC1	-2%	-8%	0.9%	1%	5%
O=C1CSC(c2ccccc2)N1CC(O)c1ccc([N+](=O)[O-])cc1 (stereo unspecified)	-10%	1%	1.0%	7%	-6%
O=C(COc1ccc(Cl)cc1Cl)OCn1nnc2ccccc2c1=O	?	55%	0.9%	-3%	7%

An excerpt from above in order of molecular weight, descending.
SMILES	tuberculosis growth	M. tuberculosis HTS	inhibitors of VEEV	influenza NS1A	PhoP GFP inhibition	others
CCOc1ccc(C(=O)Nc2ccc(Cc3ccncc3)cc2)cc1Br	35%	-5%	5.6%	-2%	2%
CCOc1cc(CNc2ccc3c(c2)OCCO3)cc(Br)c1OCC	21%	14%	6.3%	12%	-22%
O=C(NC(=S)N1CCOCC1)C12CCC3CC(CC(C3)C1)C2	-4%	-2%	i	-13%	-1%

The listing continues.
SMILES	tuberculosis growth	M. tuberculosis HTS	inhibitors of VEEV	influenza NS1A	PhoP GFP inhibition	others
CC(=O)Nc1ccc(NC(=O)CSc2nncn2C)cc1	5%	1%	0.5%	-3%	-5%
Cc1ccc(C(=O)Nc2ccc(N3CCN(C(=O)c4ccco4)CC3)cc2)c(Cl)c1	17%	55%	1.3%	0%	9%
CC1CCCC(NC(=O)COC(=O)c2n[nH]c3ccccc23)C1C (stereo unspecified)	23%	3%	1.5%	3%	/
Cc1occc1-c1nnc(SCC(=O)NC2CC2)n1C	-2%	-16%	0.1%	-2%	-8%
CCOC(=O)C1(c2ccccc2)Oc2ccccc2C(c2ccc(OC)cc2)=C1C(=O)OC (stereo unspecified)	/	/	7.9%	-2%	/
O=C(CN1C(=O)C2C3C=CC(C3)C2C1=O)N1CCc2ccccc2C1 (stereo unspecified)	0%	-7%	0.6%	-70%	23%
Cc1cc(C(=O)NNc2ccc(C(C)C)cc2)n(C(C)(C)C)n1	4%	?	1.2%	2%	-4%
CCCC(=O)Nc1c(-c2ccccc2)c(=O)c(C)nn1-c1ccc(C)cc1	-4%	0%	i	-10%	1%
CCN1CCSc2ccc(C(=O)NCc3ccccc3F)cc21	7%	2%	7.7%	0%	-2%
CCn1cc(S(=O)(=O)Nc2cc(F)ccc2C)cn1	-2%	-5%	1.8%	4%	9%
O=C1CC[C@@H](CN(Cc2ccccn2)Cc2nc(Cc3cccc(C(F)(F)F)c3)no2)N1	-18%	-5%	0.2%	-7%	-5%	inhibitors of VEEV 10K pilot screen=0.0
O=C(O)Cn1c(O)c(C=Nc2ccccc2)sc1=S	1%&5%	-4%	1.7%&3.8%	-4%&-5%	-15%&-11%
O=C1SC(SCc2ccccc2)=N/C1=C\c1ccc(C(=O)O)cc1	52%	-8%	1.7%	6%	-26%
Cn1c(=O)c2c(ncn2CC(=O)OCC(=O)Nc2cc(Cl)ccc2C#N)n(C)c1=O	-8%	3%	0.6%	-6%	/
CCC1CCCCN1CCNC(=O)c1[nH]c(C)c(C(C)=O)c1C (stereo unspecified)	-1%	-3%	i	6%	4%
CN1CCN(S(=O)(=O)c2cccc(C(=O)NCCOc3ccccc3)c2)CC1	-1%	-8%	0.5%	-4%	-2%
CC(C)(C)NC(=O)C1CCC(CNS(=O)(=O)c2cccc3nsnc23)CC1 (stereo unspecified)	2%	5%	1.0%	-4%	7%
O=C(NCCCO)NC(=S)c1cccc2ccccc12	-2%	4%	1.4%	-11%	4%
c1ccc(-c2nc(N3CCCC3)nc3ccccc23)cc1	41%	37µM*	2.6%	-18%	2%
COc1cc(/C=N/N2C(C)CCCC2C)cc(OC)c1O (stereo unspecified)	-10%	-3%	1.0%	-16%	-8%
CCCc1nc2ccc(NC(=O)c3cccs3)cc2c(=O)n1Cc1ccc(Cl)cc1	23%	-1%	1.4%	7%	-6%
CCCC(=O)Nc1ccc(Cl)c(NC(=O)c2ccco2)c1	-1%	-4%	0.1%	6%	0%
COc1ccccc1-c1coc2c(CN3CCCCC3C)c(O)ccc2c1=O (stereo unspecified)	-23%	-7%	i	-26%	7%
COc1cccc(CN2CCN(c3ncccn3)CC2)c1	-4%	14%	2.1%	0%	-4%
COc1ccc(NC(=O)c2cc3ccccc3cc2OC)cc1OC	16%	1%	0.1%	-2%	2%
CCCNC(=O)c1ccc(C2SCC(=O)N2Cc2ccccc2)cc1 (stereo unspecified)	0%	-8%	0.2%	3%	-3%
COc1cc2c(cc1OC)CN(C(=O)CSc1nc3[nH]ncc3c(=O)n1-c1ccccc1)CC2	/	1%	/	/	-4%
COCCN(CC1CCCN(C2Cc3ccccc3C2)C1)C(=O)c1ccc(C(C)=O)cc1 (stereo unspecified)	-13%	3%	i	8%	12%
